Bioassay records (PubChem BioAssay)
CIT2 TOR yeast: yeast TOR pathway CIT2-GFP modulation; GFP response vs DMSO, % at 10 µM; S. cerevisiae CIT2-GFP strain, flow cytometry, 3 h; 100 means same as DMSO wells; AID 2029; 320,000 compounds, 0.065% hits;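 active = GFP response relative to DMSO above a set limit, near the screen mean plus 3 SD, cut at about 150% in these data; inconclusive = Fewer than 70 cells measured for a yeast strain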;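 also: ratio of well median GFP fluorescence to mean of DMSO wells on the plate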
MCL1-BIM inh: disrupts human MCL1 binding to BIM-BH3 peptide; 320,000 compounds, 0.68% hits; GST-MCL1 / FITC-Bim-BH3 fluorescence polarization; inhibition, % at 10.9 µM; AID 2057;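 active = inhibition above the mean inhibition of all tested compounds plus 3 SD, set per campaign, cut at about 40% in these data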;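 also: 0% = DMSO wells and 100% = unlabeled Bim-BH3 peptide control; higher means more loss of mP so more displacement of Bim peptide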
MEX-5 binding: C. elegans MEX-5 TCR-2 RNA binding activity. Q9XUB2. MEX-5/FITC-TCR2 RNA binding, fluorescence polarization; stronger effect = lower value. activity score (negative = inhibition of binding), % at 10 µM. 300,000 compounds, 0.38% hits. AID 1832;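 active = inhibition past about -25% in most replicates, and total fluorescence under double the plate's negative control median, limit read from the data; inconclusive = replicates evenly split on the limit, or fluorescence at least double controls; inactive = too little inhibition in most replicates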;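 also: 0% = DMSO and -100% = 5 µM competing unlabeled TCR2 RNA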
Target sequence (Q9XUB2 whole entry, looked up): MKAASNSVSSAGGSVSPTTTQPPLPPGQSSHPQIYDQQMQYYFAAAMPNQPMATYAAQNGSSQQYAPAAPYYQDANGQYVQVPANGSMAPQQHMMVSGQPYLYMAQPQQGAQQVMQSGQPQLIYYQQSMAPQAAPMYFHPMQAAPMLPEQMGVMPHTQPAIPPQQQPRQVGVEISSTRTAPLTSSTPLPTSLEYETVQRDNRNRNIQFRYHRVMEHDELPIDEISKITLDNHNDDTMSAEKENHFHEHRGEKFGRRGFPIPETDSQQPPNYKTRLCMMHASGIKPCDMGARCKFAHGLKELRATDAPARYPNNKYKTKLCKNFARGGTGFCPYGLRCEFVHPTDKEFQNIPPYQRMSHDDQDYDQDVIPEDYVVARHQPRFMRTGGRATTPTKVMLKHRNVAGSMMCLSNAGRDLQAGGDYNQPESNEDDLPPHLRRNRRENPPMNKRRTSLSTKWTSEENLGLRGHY
GRK2 inh: inhibitors of human GRK2 displacing RNA aptamer | AID 488847 | bead flow cytometry, FAM-aptamer displacement from GRK2 | 330,000 compounds, 0.59% hits | inhibition of aptamer binding, % at 10 µM;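 active = inhibition of aptamer binding above 40%, roughly 3 SD of noise, on plates passing a quality check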;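 also: median bead fluorescence of bound FAM aptamer so fluorescent compounds give negative values; no value below 0 was filed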
AGP1 TOR yeast: yeast TOR pathway AGP1-GFP modulation | 320,000 compounds, 0.02% hits | AID 2066 | S. cerevisiae AGP1-GFP multiplex flow cytometry, 3 h; GFP as percent of DMSO wells | GFP response vs DMSO, % at 10 µM;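 active = GFP response relative to DMSO above a set limit, near screen average plus 3 SD, cut at about 150% in these data; inconclusive = fewer than 70 cells counted for the yeast strain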;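 also: median GFP channel fluorescence of the gated AGP1 strain per well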
VLA-4 inh: inhibition in a human VLA-4 binding assay. P13612. VLA-4 expressing cells, ligand binding flow cytometry. inhibition, % (about 7 µM as worked out from the volumes in the protocol). 330,000 compounds, 0.2% hits. AID 2557; in the data active = inhibition above about 50%
GLD-1 RNA inh: GLD-1-TGE RNA interaction inhibition (C. elegans) | AID 2280 | purified GLD-1 + fluorescein TGE RNA, fluorescence polarization | 320,000 compounds, 0.44% hits | inhibition, % at 5.96 µM | Q17339;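 active = percent inhibition above a per-plate cutoff, the plate mean of test compounds plus 3 SD, cut at about 30% in these data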;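 also: 0% = DMSO wells with GLD-1 and probe and 100% = wells lacking GLD-1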
Target sequence (Q17339 whole entry, looked up): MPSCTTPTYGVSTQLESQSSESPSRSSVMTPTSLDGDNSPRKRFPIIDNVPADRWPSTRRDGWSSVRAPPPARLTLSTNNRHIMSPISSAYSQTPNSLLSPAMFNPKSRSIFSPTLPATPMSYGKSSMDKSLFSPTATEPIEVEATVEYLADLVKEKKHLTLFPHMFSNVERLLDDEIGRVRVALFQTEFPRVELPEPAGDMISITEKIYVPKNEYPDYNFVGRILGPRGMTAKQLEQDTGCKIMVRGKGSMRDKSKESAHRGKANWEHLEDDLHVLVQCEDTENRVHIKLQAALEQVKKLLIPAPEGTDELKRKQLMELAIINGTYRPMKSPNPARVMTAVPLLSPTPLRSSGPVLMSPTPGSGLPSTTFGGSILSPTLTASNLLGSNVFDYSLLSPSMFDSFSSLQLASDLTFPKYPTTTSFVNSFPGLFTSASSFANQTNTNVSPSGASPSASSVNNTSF
BCLXL inh: inhibitors of human Bcl-xL. GST-Bcl-xL / FITC-Bim BH3 peptide fluorescence polarization. inhibition, % at 10.9 µM. 320,000 compounds, 0.7% hits. AID 2129;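 active = inhibition above the mean of all tested compounds plus 3 SD, cutoff set per campaign, cut at about 30% in these data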;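 also: 0% = DMSO wells and 100% = unlabeled Bim-BH3 peptide competitor; inhibitors lower millipolarization by displacing the labeled peptide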
CR mimetic SO: yeast age-related superoxide inhibition as caloric restriction mimetic | S. cerevisiae aged cells, superoxide DHE fluorescence; stronger effect = lower value | superoxide response (% of plate mean), % at 10 µM | 330,000 compounds, 0.18% hits;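 active = superoxide response under a set limit, about three screen SD below normal, cut at about 65% in these data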;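 also: yeast aged for seven days with compound at 30 °C before DHE staining; 100% = average MFI of all compound-treated wells on the plate with controls excluded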
An asterisk follows results filed as active; i = inactive; ? = inconclusive; . = not tested or not shown.

#1 CCCS(=O)c1nc(C)cc(C)c1S(C)(=O)=O (centres undefined)
#2 CC1(C)CC(NC(=O)C2CCN(S(=O)(=O)c3cccc(C(F)(F)F)c3)CC2)CC(C)(C)N1
#3 Cn1c(NC(=O)c2cc(Cl)ccc2Cl)cc(=O)n(C)c1=O
#4 O=C(CCCCCN1C(=O)C2C3C=CC(C3)C2C1=O)Nc1nccs1 (centres undefined)
#5 CN(C)C(=O)C1C2NC(=S)N(c3ccccc3)C1(C)Oc1ccccc12 (centres undefined)
#6 COCCN1Cc2cccc(C(=O)Nc3ccc(S(=O)(=O)N4CCCCC4)cc3)c2C1=O
#7 CN(C)c1ccc(/C=C/c2nnnn2-c2ccccc2)cc1
#8 COc1ccc(N2CCN(C(=O)CCCC3=NS(=O)(=O)c4ccccc4N3)CC2)cc1
screen / no.	1	2	3	4	5	6	7	8
CIT2 TOR yeast	97	109	97	103	101	96	93	108
MCL1-BIM inh	3	-16	8	2	3	1	-14	6
MEX-5 binding	0.7	.	-3.2	-1.7	0.8	3.1	2.1	-4.5
GRK2 inh	0	0	0	2	0	1	2	2
AGP1 TOR yeast	94	108	99	105	102	101	90	108
VLA-4 inh	6	4	5	6	11	20	11	-2
GLD-1 RNA inh	-3	7	-1	6	2	4	-2	-1
BCLXL inh	-2	-11	6	3	1	4	1	8
CR mimetic SO	100	94	98	100	92	105	97	93

#9 O=C(NCCCO)c1cc2ccccc2[nH]1
#10 O=C(COC(=O)C1CC1)Nc1ccc(Cl)cn1
#11 O=C1OC[C@H]2CCCN2C(=O)[C@@H](CC(=O)N(CCO)Cc2ccccc2)C/C=C\CC[C@H]1Cc1ccc(F)cc1
#12 Cc1onc(-c2ccccc2)c1C(=O)N(CC(C)C)c1c(N)n(CC(C)C)c(=O)[nH]c1=O
#13 CCN1CCCC1Cn1cnc2c([nH]c3ccc(Cl)cc32)c1=O (centres undefined)
#14 CC(=O)N(c1ccc2oc(=O)sc2c1)S(=O)(=O)c1cccc2cccnc12
#15 O=C(COc1ccc(Br)cc1)Nc1ccccc1C(=O)N1CCOCC1
#16 CCc1cc2c(SCC(=O)N3CC(=O)Nc4ccccc43)ncnc2s1
screen / no.	9	10	11	12	13	14	15	16
CIT2 TOR yeast	103	103	98	105	96	97	98	100
MCL1-BIM inh	4	15	.	1	6	12	11	1
MEX-5 binding	0.5	.	.	.	0.9	-1.1	-1.0	3.0
GRK2 inh	1	53*	3	1	92*	2	0	3
AGP1 TOR yeast	96	103	102	105	98	108	100	99
VLA-4 inh	0	10	21	10	6	-3	13	3
GLD-1 RNA inh	-3	3	2	3	3	-1	-3	-2
BCLXL inh	11	9	.	-2	4	8	5	-2
CR mimetic SO	112	117	110	117	105	125	93	114

#17 O=C(NCc1ccncc1)C(=O)N/N=C/c1ccccn1
#18 C#CCN1C(=O)S/C(=C\c2ccc(-c3ccc(Cl)c(C(=O)O)c3)o2)C1=O
#19 OC(CN1C2=NCCCN2c2ccccc21)c1ccc(Cl)cc1 (centres undefined)
#20 CCC(Sc1nc(C)cc(C)n1)C(=O)O (centres undefined)
#21 O=C(O)C1CCCN(S(=O)(=O)Cc2ccccc2)C1 (centres undefined)
#22 Cc1ccc(NC(=O)N2CCN(S(=O)(=O)c3ccccc3)CC2)cc1
#23 CC(C)OC(=O)c1sc2nc3c(cc2c1N)C(=O)CCC3
#24 O=C1COc2ccc(S(=O)(=O)N3CCC(C(=O)NCc4ccc(F)cc4)CC3)cc2N1
screen / no.	17	18	19	20	21	22	23	24
CIT2 TOR yeast	103	111	111	70	98	96	89	118
MCL1-BIM inh	-1	10	4	3	.	3	-6	13
MEX-5 binding	?	?	-1.3	0.6	0.3	-0.2	1.0	-2.0
GRK2 inh	0	12	2	0	0	0	2	1
AGP1 TOR yeast	105	112	103	74	99	99	93	101
VLA-4 inh	1	27	5	23	-38	6	2	-14
GLD-1 RNA inh	6	-6	3	2	.	4	-7	-3
BCLXL inh	-15	6	10	8	.	1	1	7
CR mimetic SO	96	99	102	105	95	89	110	93

#25 O=C(CCc1ccc(S(=O)(=O)NCCc2ccccc2)cc1)NCc1ccc2c(c1)OCO2
#26 CCOC(=O)C1=CN(Cc2ccc(OC)cc2)C=C(C(=O)OCC)C1c1cccs1
#27 CCN1CCN(c2cc(C)c3cc(NC(=S)N4CCCC(C)C4)ccc3n2)CC1 (centres undefined)
#28 C/C(=N/NC(=O)c1ccoc1C)C12CC3CC(CC(C3)C1)C2
#29 C=CCN1C(=O)/C(=C\c2cccs2)C(C(=O)OC)=C1C
#30 CC(=O)c1ccc(NC(=O)C2CCC(C)(C(=O)O)C2(C)C)cc1 (centres undefined)
#31 COc1ccc(S(=O)(=O)N(Cc2ccccc2)Cc2nc3ccccc3c(=O)[nH]2)cc1
#32 O=C(CCN1CCN(Cc2ccccc2)CC1)NNC(=O)Nc1cccc([N+](=O)[O-])c1
screen / no.	25	26	27	28	29	30	31	32
CIT2 TOR yeast	.	101	98	102	89	99	101	101
MCL1-BIM inh	7	7	2	8	3	-3	1	.
MEX-5 binding	-0.7	2.1	0.8	0.6	-0.9	0.3	-2.1	3.6
GRK2 inh	0	1	0	1	0	0	0	0
AGP1 TOR yeast	98	101	100	101	91	102	105	95
VLA-4 inh	-2	-15	2	5	-10	12	-1	0
GLD-1 RNA inh	-3	9	7	-2	-1	0	-2	.
BCLXL inh	3	3	-1	3	7	4	5	.
CR mimetic SO	100	98	102	97	100	95	96	121

Results in GRK2 inh, for 2 of the compounds above:
# | SMILES | GRK2 inh
21 | O=C(O)C1CCCN(S(=O)(=O)Cc2ccccc2)C1 (centres undefined) | 0
22 | Cc1ccc(NC(=O)N2CCN(S(=O)(=O)c3ccccc3)CC2)cc1 | 0

Going on with the list.
#33 Cc1ccc(C)c(C(=O)COC(=O)C2CCN(c3ccc(C(F)(F)F)cn3)CC2)c1
#34 CCc1nn2c(=O)cc(CSCC(=O)Nc3ccccc3F)nc2s1
#35 Cc1ccc(-n2ccc(-c3nn(-c4ccccc4)ccc3=O)n2)cc1
#36 COc1ccc(N(C(C)=O)C2C=CS(=O)(=O)C2)c(OC)c1 (centres undefined)
#37 CCOc1ccc(OCCSc2nnnn2-c2ccccc2)cc1
#38 CCCCn1c(O)c(N=NC(=O)c2ccco2)c2ccccc21
#39 CC(=O)Nc1ccc(C)c(NS(=O)(=O)c2cccc(C(F)(F)F)c2)c1
#40 COC(=O)C(Cc1c[nH]c2ccccc12)N1CCS(=O)(=O)CC1 (centres undefined)
screen / no.	33	34	35	36	37	38	39	40
CIT2 TOR yeast	97	105	106	100	96	.	116	101
MCL1-BIM inh	0	7	0	6	2	9	7	0
MEX-5 binding	1.5	1.9	0.8	2.8	0.7	0.1	-1.2	1.2
GRK2 inh	0	0	2	2	3	4	0	0
AGP1 TOR yeast	101	76	98	104	97	.	125	93
VLA-4 inh	32	-4	0	-1	4	-22	2	-2
GLD-1 RNA inh	5	-3	10	7	10	4	2	-2
BCLXL inh	4	1	2	6	0	5	2	2
CR mimetic SO	107	106	105	97	106	103	104	92

#41 CC(=O)Nc1ccc(S(=O)(=O)Oc2ccc(/C=N/N=C3/NC(=O)C(CC(=O)O)S3)cc2)cc1 (centres undefined)
#42 COc1ccc(Cc2nnc(SCC(=O)N3CCCC(C)C3)o2)cc1 (centres undefined)
#43 Cc1ccc(/C=N/N2CCCCC2)o1
#44 Cc1ccc(Cc2nnc(SCC(=O)Nc3ccccc3)[nH]c2=O)cc1
#45 CCOC(=O)C(CC)Sc1nnc2cc(C)c3ccccc3n12 (centres undefined)
#46 O=C1NC2(CCCC2)C(=O)N1CC(=O)N(Cc1ccccc1)c1ccccc1
#47 CCc1nc(N2CCC3(CC2)OCCO3)c2nnn(Cc3ccccc3)c2n1
#48 O=C(c1cc(COc2c(F)cccc2F)on1)N1CCSCC1
screen / no.	41	42	43	44	45	46	47	48
CIT2 TOR yeast	112	87	91	100	114	90	96	99
MCL1-BIM inh	6	13	-1	1	-3	-24	5	4
MEX-5 binding	-6.2	0.6	0.7	-0.9	0.4	2.0	0.1	1.3
GRK2 inh	0	0	4	0	0	3	1	0
AGP1 TOR yeast	106	103	103	97	116	109	110	99
VLA-4 inh	9	5	4	2	-7	6	6	3
GLD-1 RNA inh	4	2	-2	4	3	3	-1	3
BCLXL inh	2	3	10	6	-4	-12	3	1
CR mimetic SO	92	106	93	101	84	96	104	107

#49 CC(=O)/C(=N\Nc1ccccc1)Oc1ccc(Br)cc1
#50 O=C(c1ccc(=O)[nH]c1)N1CCN(S(=O)(=O)c2ccc3ccccc3c2)CC1
#51 O=C(C1=C(O)C(=O)N(CC2CCCO2)C1c1ccccc1F)c1ccco1 (centres undefined)
#52 CCOC(=O)C1C(=O)NC(N2CCOCC2)=NC1c1ccco1 (centres undefined)
#53 CCOC(=O)c1c(C)cc(C)[nH]c1=O
#54 COc1cccc2c1cc1c(=O)n(CC(=O)NCc3ccccn3)nc(C)n12
#55 COC(=O)c1cn(NC(=O)Cc2ccccc2Br)c(=O)c2ccccc12
#56 CC1(C)CC(=O)C=C(NCCN2CCN(C(=O)Nc3ccccc3)CC2)C1
screen / no.	49	50	51	52	53	54	55	56
CIT2 TOR yeast	97	99	112	103	96	110	98	93
MCL1-BIM inh	-2	8	-1	28	-1	5	7	5
MEX-5 binding	-2.6	.	1.7	-0.6	0.3	-1.9	0.3	-2.5
GRK2 inh	1	1	0	5	0	0	5	0
AGP1 TOR yeast	101	100	103	97	100	108	109	90
VLA-4 inh	2	-10	1	-7	7	0	23	1
GLD-1 RNA inh	-6	29	6	-4	-1	1	-1	2
BCLXL inh	4	2	1	12	-2	0	5	3
CR mimetic SO	95	98	99	109	105	86	105	i

Structures listed above shown as hits in GRK2 inh.
#	Molecule	CIT2 TOR yeast	MCL1-BIM inh	MEX-5 binding	GRK2 inh	AGP1 TOR yeast	VLA-4 inh	GLD-1 RNA inh	BCLXL inh
10	O=C(COC(=O)C1CC1)Nc1ccc(Cl)cn1	103	15	.	53*	103	10	3	9
13	CCN1CCCC1Cn1cnc2c([nH]c3ccc(Cl)cc32)c1=O (centres undefined)	96	6	0.9	92*	98	6	3	4

Continuation:
#57 COCCNC(=O)/C(C#N)=C/c1c(N2CCN(c3cccc(Cl)c3)CC2)nc2c(C)cccn2c1=O
#58 COc1ccc(S(=O)(=O)n2nc(-c3cc(OC)c(OC)c(OC)c3)cc2N)cc1OC
#59 CCCSCCCNC(=O)c1ccc(C)c(NC(=O)C2=C(C)OCCS2)c1
#60 CC1CN(c2nc3ccccn3c(=O)c2/C=C(\C#N)C(N)=O)CC(C)O1 (centres undefined)
#61 O=C(NCCNc1ccc([N+](=O)[O-])cc1)c1ccccc1Br
#62 CCOC(=O)Cc1csc(NC(=O)c2sc3nc4c(C)cc(C)cc4cc3c2N)n1
#63 COCCNC(=O)C(OC(=O)c1cc2oc(C)cc2n1C)C(C)C (centres undefined)
screen / no.	57	58	59	60	61	62	63
CIT2 TOR yeast	103	97	101	97	93	111	92
MCL1-BIM inh	6	2	-4	-1	8	-4	4
MEX-5 binding	-2.0	.	2.3	0.1	1.8	-4.0	0.1
GRK2 inh	5	1	1	0	1	0	0
AGP1 TOR yeast	112	101	96	99	96	110	97
VLA-4 inh	-6	15	-19	1	4	i	13
GLD-1 RNA inh	-6	1	-3	-1	3	-8	-4
BCLXL inh	4	2	0	10	5	26	5
CR mimetic SO	100	104	122	110	87	96	101
